# Screens (PubChem BioAssay)
# TSHR antag: Antagonists of the Thyroid Stimulating Hormone Receptor: HTS campaign; AID 504810, 2011; TSHR-expressing cells, TSH-stimulated cAMP HTRF, 2 h; active compounds read low; Thyrotropin receptor (Homo sapiens), P16473; hit rate 0.2% among 330,000; activity change, negative = inhibition, % at 11.5 µM;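 active = activity change below a set negative limit, meaning inhibition stronger than a set level, cut at about -70% in these data; inconclusive = activity change between two set negative limits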; also: % is scaled to controls: 0 for no effect and ±100 for the full control effect
#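 Read-out is FRET at 665 nm (cryptate excitation 337 nm) from a cryptate-tagged anti-cAMP antibody, competed by cell cAMP against cAMP-d2. Compounds are tested on freshly harvested TSHR cells challenged with 4nM TSH (EC80) for 2 hours at 37 deg C.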
# uPA generation: qHTS for Inhibitors of Cell Surface uPA Generation | cell surface uPA generation assay, qHTS | Potency, µM (doses to about 38.3 µM), for inactives: at the top dose activity change, negative = inhibition, actives largely listed as inhibitors | hit rate 0.31% among 330,000 | AID 540303, 2011; active = well fitted inhibition curve with a large enough effect; inconclusive = small, poorly fitted or top-dose-only effect; inactive = no such curve, though single readings can be large or run the other way; tested in mouse RAW 264.7 cells; also: potency is read from the fitted curve at half-maximal effect; % is scaled to controls: 0 for no effect and ±100 for the full control effect; nearly all actives have a fitted effect of over 55% in size
# Eya2 phos inh: qHTS Assay for Inhibitors of the Phosphatase Activity of Eya2. Protein phosphatase EYA2 (Homo sapiens), O00167. recombinant Eya2, OMFP fluorescence dephosphorylation (OMFP is methylfluorescein phosphate). Potency, µM (top dose mostly 76.9 µM), for inactives: at the top dose activity, negative = inhibition, usual class: inhibitors. hit rate 0.006% among 330,000. AID 488837, 2010; also: potency is read from the fitted curve at half-maximal effect; % is scaled to controls: 0 for no effect and ±100 for the full control effect
#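 Eya2 protein (added as 0.2 uM solution) was preincubated with compound for 10 min at ambient temperature in 50 mM HEPES pH 7.5, 50 mM NaCl, 5 uM MgCl2, 0.05% BSA, 1 mM DTT. OMFP (added at 50 uM) then reacted 10 min; fluorescence read at 485/525 nm.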
# Mito fusion yeast: qHTS Assay for Small Molecule Inhibitors of Mitochondrial Division or Activators of Mitochondrial Fusion | Potency, µM (doses to about 46.1 µM), without a hit: top-dose growth rescue (activation), hits mostly activators | hit rate 0.23% among 320,000 | S. cerevisiae fusion-defective mutant growth rescue, CellTiterGlo 48 h | AID 485298, 2010;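 also: potency is read from the fitted curve at half-maximal effect; % of control where 0% means no effect; nearly all actives have a fitted effect of over 45% in size; temperature-sensitive fusion mutants such as fzo1-1 at 37 °C on non-fermentable ethanol glycerol medium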
#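 Temperature-sensitive fusion-defective S. cerevisiae (e.g. fzo1-1, mgm1-5) were grown with compound in YPEG medium (3% ethanol, 3% glycerol) for 48 hours at 37C. Growth rescue was measured as viability by CellTiterGlo luminescence after 10 minutes at ambient.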
# ELG1 repair inh: qHTS screen for small molecules that inhibit ELG1-dependent DNA repair in human embryonic kidney (HEK293T) cells expressing luciferase-tagged ELG1 | hit rate 2.3% among 330,000 | Potency, µM (highest dose often 46.1 µM), inactives show at the highest dose activity change, negative = inhibition, hits mostly inhibitors | HEK293T ELG1-luciferase reporter, luminescence, 16 h; DNA damage induced by 5-fluorouridine; also: potency is read from the fitted curve at half-maximal effect; % is scaled to controls: 0 for no effect and ±100 for the full control effect; nearly all actives have a fitted effect of over 55% in size
#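 Overnight (16 hr) co-exposure of 2,000 cells/well to 5-fluorouridine and compound at 37 °C preceded detection. Luciferase was quantified via ONE-Glo luminescence; loss of signal denotes inhibition.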
# B2AR arrestin: qHTS assay of beta-arrestin-biased ligands of beta2-adrenergic receptor | beta-arrestin recruitment to beta2AR, cell-based reporter | Potency, µM (titrated, usually from 46.1 µM), inactives show top-dose activation, actives largely listed as activators | hit rate 0.02% among 330,000;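 also: potency is read from the fitted curve at half-maximal effect; 0% = DMSO controls and full agonism = EC100 isoproterenol or metaproterenol; nearly all actives have a fitted effect of over 65% in size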
# Target sequence (P07550 whole entry, looked up): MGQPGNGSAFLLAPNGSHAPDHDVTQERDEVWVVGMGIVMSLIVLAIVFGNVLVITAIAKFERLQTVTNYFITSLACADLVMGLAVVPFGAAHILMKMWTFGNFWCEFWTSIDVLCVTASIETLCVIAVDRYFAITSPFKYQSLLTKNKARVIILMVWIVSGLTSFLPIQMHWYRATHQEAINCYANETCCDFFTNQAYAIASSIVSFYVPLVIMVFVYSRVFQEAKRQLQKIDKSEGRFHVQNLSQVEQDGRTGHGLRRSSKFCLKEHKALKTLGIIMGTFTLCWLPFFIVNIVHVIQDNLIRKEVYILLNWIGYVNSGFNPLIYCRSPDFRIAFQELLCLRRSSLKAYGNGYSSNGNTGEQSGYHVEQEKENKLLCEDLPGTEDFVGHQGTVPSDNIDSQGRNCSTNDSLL
# Tb PFK block: qHTS Assay to Find Inhibitors of T. brucei phosphofructokinase | ATP-dependent 6-phosphofructokinase (Trypanosoma brucei brucei), O15648 | T. brucei PFK, ADP-Glo luminescence | Potency, µM (doses to about 57.5 µM), without a hit: at the top dose activity, negative = inhibition, usual class: inhibitors | hit rate 0.17% among 330,000 | AID 485367, 2010;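 also: potency is read from the fitted curve at half-maximal effect; 0% = uninhibited 1x PFK enzyme wells and -100% = no-enzyme wells; nearly all actives have a fitted effect of over 60% in size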
#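 Activity is normalized to no-enzyme wells (full inhibition) and 1.25 nM enzyme wells (no inhibition). Reaction: 0.5 mM F6P, 0.1 mM ATP, 45 min RT, ADP-Glo luminescence; concentration-response curves fitted and classed by quality.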
# BCR signal inh: qHTS Assay to Find Inhibitors of Chronic Active B-Cell Receptor Signaling. ABC-DLBCL IkBa-CBG/CBR reporter, luminescence ratio, 4 h. Potency, µM (series often up to 46.1 µM), without a hit: at the top dose ratio change, negative = lower green/red ratio, actives largely listed as inhibitors. hit rate 0.05% among 340,000; active = well fitted inhibition curve with a large enough effect in the signal ratio, with a control signal flat, not every such curve was filed as active; inconclusive = small, poorly fitted or top-dose-only effect, or effect the other way, or a change in a side signal; the % refers to the signal ratio;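 also: potency is read from the fitted curve at half-maximal effect; plate controls were basal doxycycline-induced cells for no effect and cells given 10 µM MG132 for full effect; MG132 reads +100%, hits lower the ratio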
#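 Doxycycline induced both beetle luciferases in TMD8 lymphoma cells; IKK-driven degradation limits the IkappaBalpha-fused green signal, while red luminescence normalises for cell number and nonspecific effects. Compounds tested up to 46 uM, 4 hrs.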
# PTAP TSG101 blk: qHTS Assay for Iinhibitors of HIV-1 Budding by Blocking the Interaction of PTAP/TSG101. Potency, µM (top dose mostly 115 µM), inactives show at the top dose activity change, negative = inhibition, most hits filed as inhibitors. 340,000 tested, under 10 active. AID 493005, 2010. Fluorescence polarization, FITC-PTAP peptide / Tsg101 binding. Tumor susceptibility gene 101 protein (Homo sapiens), Q99816; active = well fitted inhibition curve with a large enough effect in the main read-out, with a control signal flat, not every such curve was filed as active; inconclusive = small, poorly fitted or top-dose-only effect, or effect the other way, or a change in a side signal; inactive = no such curve, though single readings can be large or run the other way; also: potency is read from the fitted curve at half-maximal effect; % of control where 0% means no effect
#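 Fluorescence polarization binding of Tsg101 binding domain (10 uM final) to FITC-labeled PTAP peptide (50 nM final) in HEPES pH 7.5 buffer with NaCl, Tween 20, EDTA, TCEP. Compounds added before peptide; binding 20 min at RT.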
# TCR act: Activators of T cell receptors: qHTS campaign; primary human leukocytes, anti-CD3, IL-2 HTRF, 48 h; Potency, µM (titrated, usually from 9.22 µM), inactives show at the top dose activation of IL-2 secretion, most hits filed as activators; 330,000 tested, under 10 active; AID 504894, 2011; also: % of control where 0% means no effect
#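 48 hr co-incubation of compounds, a-CD3 beads and primary human leukocytes; IL-2 quantified homogeneously by HTRF with anti-IL-2 K and d2 conjugates.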
# USP2a inh: qHTS Assay for Inhibitors of Ubiquitin-specific Protease USP2a Using CHOP2 as the Reporter; Potency, µM (top dose mostly 38.3 µM), for inactives: at the top dose activity change, negative = inhibition, most hits filed as inhibitors; AID 463254, 2010; hit rate 0.01% among 330,000; Ubiquitin carboxyl-terminal hydrolase 2 (Homo sapiens), O75604; USP2 core, Ub-CHOP2 coupled fluorogenic reporter, 485/531;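 also: potency is read from the fitted curve at half-maximal effect; plate controls were DMSO wells for no effect and full inhibition by NEM control for full effect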
# Target sequence (O75604 whole entry, looked up): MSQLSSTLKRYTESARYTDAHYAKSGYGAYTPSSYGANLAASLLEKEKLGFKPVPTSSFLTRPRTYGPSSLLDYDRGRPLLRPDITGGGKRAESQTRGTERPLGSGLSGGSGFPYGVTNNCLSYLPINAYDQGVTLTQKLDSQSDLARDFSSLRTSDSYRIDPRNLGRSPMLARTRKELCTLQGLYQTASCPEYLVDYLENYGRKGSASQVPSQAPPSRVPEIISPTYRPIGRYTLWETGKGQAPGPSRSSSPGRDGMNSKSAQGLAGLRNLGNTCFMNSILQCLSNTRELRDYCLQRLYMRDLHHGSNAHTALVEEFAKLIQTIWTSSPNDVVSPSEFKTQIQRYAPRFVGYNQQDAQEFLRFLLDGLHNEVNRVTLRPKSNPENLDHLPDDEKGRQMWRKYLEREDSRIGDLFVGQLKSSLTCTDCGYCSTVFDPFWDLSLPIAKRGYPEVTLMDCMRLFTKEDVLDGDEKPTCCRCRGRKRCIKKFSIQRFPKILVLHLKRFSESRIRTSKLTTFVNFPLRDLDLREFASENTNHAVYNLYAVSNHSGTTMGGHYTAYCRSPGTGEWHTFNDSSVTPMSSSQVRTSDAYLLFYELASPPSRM
#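 USP2 core (10nM final) preincubated 30min RT with compound in 20mM Tris-HCl pH 8.0, 2mM CaCl2, 2mM beta-mercaptoethanol, 0.05% CHAPS; 25nM Ub-CHOP2 plus 25nM reporter substrate added, fluorescence (Ex485/Em531) read after 60min.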
# * = called active by the depositor; ? = inconclusive; / = no result given; & = joins results of further samples; ! = repeats disagree; [ ] = another dose, or the depositor's remark. Unless noted, calls follow the shape of the dose curve; as a rule, active = well fitted curve in the direction sought with a large enough effect; inconclusive = small, poorly fitted or top-dose-only effect, or another doubt; inactive = no such curve, though single readings can be large; an effect the other way counts as inactive or inconclusive.
SMILES,TSHR antag,uPA generation,Eya2 phos inh,Mito fusion yeast,ELG1 repair inh,B2AR arrestin,Tb PFK block,BCR signal inh,PTAP TSG101 blk,TCR act,USP2a inh
Cc1c(Cl)cccc1N(CC(=O)NC1CCCCC1)S(C)(=O)=O,5.7,-3.9%,-1.8%,1.8%,-20.4%,-0.1%,-1.6%,-8.8%,-8.0%,-31.4%,1.2%
CC(=O)NS(=O)(=O)c1ccc(NC(=O)c2ccc(Br)o2)cc1,-0.8,4.1%,-4.5%,-4.1%,11.4%,0.1%,-1.1%,-8.7%,-6.6%,-12.1%,1.4%
Cc1ccc(C)c(-c2cc(C(=O)NC3CC3)c3ccccc3n2)c1,21.0,-2.9%,-7.5%,1.1%,2.2%,-0.1%,-9.4%,9.1%,4.4%,7.9%,0.9%
NC(N)=Nc1nc(-c2ccccc2)c2ccccc2n1,-12.0,1.0%,-18.4%,1.9%,-9.0%,-1.0%,-1.8%,?,-4.7%,-2.4%,-5.6%
COc1ccc(Br)cc1CNC(=O)C1CCN(C(=O)N(C)C)CC1,5.9,1.1%,11.6%,-3.0%,20.6%,0.8%,-6.1%,?,-0.9%,-0.5%,-3.4%
O=C(NCC(c1ccco1)N1CCCC1)c1cccc(NS(=O)(=O)c2ccc(Br)cc2)c1 (configuration not stated),6.9,3.3%,-25.4%,3.1%,0.5%,-0.8%,-3.4%,0.4%,-10.4%,-0.7%,1.5%
CCOC(=O)C1=C(C)c2ccccc2N(S(=O)(=O)C(F)(F)F)C1C(=O)OCC (configuration not stated),-24.3,0.0%,-19.4%,/,2.9%,-0.8%,1.6%,?,-7.8%,0.1%[46.1 µM],3.3%
Cc1ccc(NC(=O)c2cc(S(=O)(=O)NCCC3=CCCCC3)ccc2F)cc1F,0.8,-4.5%,-9.2%,-0.8%,?,-0.4%,2.7%,?,?,2.8%[46.1 µM],5.8%
Cc1ccc(/C=C/S(=O)(=O)NCC(=O)OCC(=O)Nc2ccc(C(=O)N(C)C)cc2)cc1,10.5,-9.4%,8.8%,3.1%,?,-0.2%,0.0%,0.3%,-0.4%,-5.1%,-4.7%
Cc1ccc2nc(SCC(=O)NCc3cccs3)[nH]c2c1,-7.5,7.2%,2.4%,-2.1%,-13.9%,-0.9%,-5.9%,-1.5%,0.9%,3.7%,-0.7%
CC1CCCCC12NC(=O)N(CC(=O)OCc1ccccc1Cl)C2=O (configuration not stated),3.1,-2.5%,-22.4%,2.5%,5.0%,0.1%,-6.6%,2.9%,-0.5%,-107.8%,1.3%
Cc1nc(SCc2nc3ccc(C(=O)c4ccccc4)cc3[nH]2)c2oc3ccccc3c2n1,25.2,9.7%,-18.9%,/,4.61µM*,-0.1%,1.2%,-4.4%,28.8%,-0.1%,-5.4%
COc1ccc(NC(=O)CN(C)C(=O)c2ccccc2SCC(=O)N2CCCC2)cc1,/,-3.6%,-35.0%,8.9%,-1.1%,0.1%,?,-12.5%,-1.9%,-2.4%,-0.4%
O=C(CN1CCOCC1)Nc1ccc(NC(=O)CN2CCOCC2)c(Cl)c1,-1.0,4.3%,0.1%,-1.7%,?,-0.6%,-1.6%,-0.6%,-5.1%,-2.4%,2.4%
Cc1ccc(C23OCCN2CCn2nc4ccccc4c23)cc1 (configuration not stated),16.5,13.7%,0.6%,-8.5%,12.6%,0.1%,0.0%,-3.5%,-0.5%,-2.2%,0.1%
Cc1cccc(NC(=O)CN(C)S(=O)(=O)c2ccc(Cl)cc2)n1,-11.4,/,1.5%,-0.7%,-7.2%,-0.2%,0.3%,1.2%,-11.9%,8.0%,-0.5%
COc1cc(/C=C(\C#N)C(=O)c2ccc(O)c(O)c2)cc(I)c1O,-22.9&17.2,?,?,23.1µM*!,-0.7%,-0.6%,1.69µM*,?,?,11.7%,-7.7%
Cc1cc(=O)oc2cc(OC(C)C)ccc12,0.2,-2.4%,-6.8%[15.4 µM],5.0%,?,0.5%,-2.4%,-5.5%,-9.2%,6.0%,3.2%
CC1CC(C)(C)CC2(C1)NC(=O)N(CC(=O)NCCc1c[nH]c3ccccc13)C2=O (configuration not stated),-30.2,-17.4%,-11.9%,-1.9%,2.4%,-1.9%,9.9%,-0.3%,-1.0%,-14.1%[46.1 µM],-8.8%
Cc1cc(C)cc(OCC(=O)OC/C(O)=C(\C#N)c2nc3ccccc3[nH]2)c1,-3.6,5.7%,0.2%,-7.7%,?,-0.3%,14.5%,9.9%,2.4%,3.6%[46.1 µM],6.1%
N#Cc1ccc(Oc2nc(C#N)cc(-c3ccccc3)n2)cc1,-10.7,-14.1%,-6.0%,-1.7%,-17.5%,-1.0%,-0.4%,0.4%,-2.5%,2.9%[46.1 µM],-4.9%
Cc1cc(C(=O)OCC(=O)NC2(C#N)CCCCC2)c(C)o1,5.1,2.3%,17.7%,-0.2%,11.6%,-0.1%,-9.5%,-2.4%,-0.1%,-1.3%,-0.3%
COc1cc(OC)cc(C(=O)NNC(=O)c2nn(C)c(=O)c3ccccc23)c1,16.0,4.4%,-2.0%,/,?,-0.4%,-6.3%,?,-3.9%,-6.0%[46.1 µM],1.6%
CN(/N=C/c1ccc(O)cc1O)c1nc(-c2ccccc2)cc(-c2ccccc2)n1,3.1,-6.1%,3.9%,?,?,-0.8%,4.6%,2.5%,-1.8%,0.6%[46.1 µM],-2.3%
CC(C)CC(=O)NC(=S)Nc1ccc(N2CCCC2)c(Cl)c1,-7.0,-1.9%,-10.7%,-0.1%,16.9%,0.2%,0.0%,?,-3.4%,-4.6%,-5.3%
COc1cc(OC)cc(C(=O)N2CCN(C(=O)c3ccc(OC)c(OC)c3)CC2)c1,16.1,-1.9%,4.4%,-3.8%,1.4%,0.2%,1.5%,9.4%,-3.0%,1.5%[46.1 µM],-0.3%
CCCCn1c(CNC(=O)C(C)(C)C)nc2ccccc21,2.1,4.3%,-8.7%,-1.4%,-1.7%,-0.5%,7.1%,-4.9%,0.4%,1.5%[46.1 µM],1.1%
CN(Cc1cnccn1)C(=O)CC1C(=O)NCCN1Cc1cccc(Oc2ccccc2)c1 (configuration not stated),3.2,1.6%,-9.9%,-6.4%,4.1%,0.1%,4.8%,-15.5%,-11.2%,5.5%,-0.9%
COc1ccccc1CNc1ncc(-c2ccccc2)n1C,14.2,4.9%,-4.0%,-4.9%,5.4%,-0.9%,-4.1%,?,-2.3%,-1.6%,-5.0%
COc1ccc(C2C(C#N)=C(N)N(c3cccnc3)C3=C2C(=O)CC(C)(C)C3)cc1OC (configuration not stated),-5.6,-7.0%,2.8%,/,18.6%,-1.4%,-6.1%,7.1%,-2.5%,2.8%[46.1 µM],3.2%
O=C1c2ccccc2NC2(CCCC2)N1O,5.1,-9.6%,-1.8%,0.4%,5.3%,9.4%,1.7%,-24.9%,5.4%,2.9%,6.3%
COc1cccc(CN(C)C(=O)CCN=C2NS(=O)(=O)c3ccccc32)c1,/,5.1%,-6.2%,/,?,-0.1%,6.9%,-0.5%,-2.4%,9.0%,4.4%
O=C(COc1ccc(Cl)cc1)NCc1nnc(SCC(=O)N2CCCc3ccccc32)o1,-1.2,-0.8%,-4.4%,0.8%,?,-1.0%,-7.7%,?,-1.1%,1.0%,-1.9%
COC(=O)CC1C(=O)NCCN1C(=O)c1c(F)cccc1F (configuration not stated),-9.4,3.6%,17.9%,-0.7%,1.2%,-0.1%,-4.7%,0.6%,1.9%,-0.5%,0.4%
CC(=O)C1(O)C(C)CC2C3CCC4CC(O)CCC4(C)C3=CCC21C (configuration not stated),-3.8,-2.8%,8.3%,10.0%,-0.1%,0.3%,-1.1%,1.8%,-3.9%,2.3%,-0.1%
CCCN(CC(=O)Nc1ccc(F)c(F)c1F)C(=O)c1cc([N+](=O)[O-])ccc1N1CCOCC1,-7.3,9.6%,-9.4%,-7.5%,-8.6%,-0.4%,-4.9%,2.8%,-1.0%,-0.5%,4.8%
